High-throughput results as filed in PubChem BioAssay.
TrxR1 substrate: substrates of rat thioredoxin reductase 1; O89049; purified TrxR1 substrate turnover, NADPH consumption readout; Potency, µM (series often up to 114 µM), for inactives: top-dose activity change, negative = substrate turnover; 390,000 tested, 0.01% active; AID 588456; note: potency is the fitted concentration of half-maximal effect; % is set by controls: 0 for no effect and ±100 for the full control effect; nearly all actives have a fitted effect of over 50% in size
Target sequence (O89049 whole entry, looked up): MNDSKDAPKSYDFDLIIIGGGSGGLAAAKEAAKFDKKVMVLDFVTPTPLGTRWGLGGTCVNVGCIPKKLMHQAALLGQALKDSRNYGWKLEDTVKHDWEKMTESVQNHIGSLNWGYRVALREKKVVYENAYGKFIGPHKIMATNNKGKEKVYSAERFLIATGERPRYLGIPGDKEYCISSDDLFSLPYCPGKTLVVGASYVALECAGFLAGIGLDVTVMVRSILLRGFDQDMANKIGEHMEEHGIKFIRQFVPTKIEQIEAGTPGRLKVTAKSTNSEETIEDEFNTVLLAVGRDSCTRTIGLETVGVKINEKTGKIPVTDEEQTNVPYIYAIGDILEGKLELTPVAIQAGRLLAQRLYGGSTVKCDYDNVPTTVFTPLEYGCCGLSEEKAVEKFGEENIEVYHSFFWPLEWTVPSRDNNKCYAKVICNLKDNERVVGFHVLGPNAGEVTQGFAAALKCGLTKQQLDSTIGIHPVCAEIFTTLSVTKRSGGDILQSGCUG
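Rat TrxR1, dispensed at 90 nM, was prereduced with 400 uM NADPH (final) for 5 min at ~22 deg C, then incubated with compound 15 min before 400 uM selenite. A first-read NADPH fluorescence drop versus no-compound background flagged substrates.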
D2 antag: antagonizes the human D2 dopamine receptor | P14416 | HEK293 TREx D2 cells, calcium flux, dopamine EC80 | inhibition, % at 10 µM | 340,000 tested, 2% active | AID 485344; in the data active = inhibition above about 30%; note: 0% is about no effect
Target sequence (P14416 whole entry, looked up): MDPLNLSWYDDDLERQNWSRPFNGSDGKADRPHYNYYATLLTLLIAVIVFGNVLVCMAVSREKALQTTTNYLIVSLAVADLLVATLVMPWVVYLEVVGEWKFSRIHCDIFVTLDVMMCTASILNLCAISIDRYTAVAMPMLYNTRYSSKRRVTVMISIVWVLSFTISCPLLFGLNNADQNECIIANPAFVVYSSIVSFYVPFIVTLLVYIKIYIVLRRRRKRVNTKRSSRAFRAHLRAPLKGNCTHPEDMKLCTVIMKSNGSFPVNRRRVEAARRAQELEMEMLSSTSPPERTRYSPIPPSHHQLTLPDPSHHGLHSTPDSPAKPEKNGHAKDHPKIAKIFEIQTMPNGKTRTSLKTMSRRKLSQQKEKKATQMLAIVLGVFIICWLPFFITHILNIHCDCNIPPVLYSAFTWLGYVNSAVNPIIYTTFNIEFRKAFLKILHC
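Measurement of antagonist activity uses fluorescent calcium dye in inducible HEK293 T-REx D2 cells: 10 s baseline, compound addition with 180 s read, EC80 dopamine addition with a further 180 s read.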
TRHR agonist: agonists of human TRH receptor; P34981; TRHR cells, calcium flux fluo-8, FDSS agonist mode; activation, % at 2 µM; 360,000 tested, 0.18% active; in the data active = activation above about 30%; note: 0% is about no effect
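In this calcium-flux screen, cells bearing human TRHR are dye-loaded with fluo-8, baselined for 10 cycles, then exposed to library compounds; positive kinetic calcium responses during the agonist phase mark hits, with TRH as control.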
USP1-UAF1 inh: inhibitors of human USP1/UAF1 deubiquitinase | O94782 | 390,000 tested, 0.23% active | Potency, µM (highest dose often 57.1 µM), without a hit: at the top dose activity change, negative = inhibition, actives largely listed as inhibitors | recombinant USP1/UAF1, Ub-Rhodamine cleavage fluorescence; note: potency is the fitted concentration of half-maximal effect; % is set by controls: 0 for no effect and ±100 for the full control effect; nearly all actives have a fitted effect of over 60% in size; inactives centre near -12
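USP1/UAF1 complex (1 nM) preincubated 15 min at room temperature with compound, then Ub-Rho substrate (150 nM final) added. Kinetic fluorescence at 480/540 nm over 6 reads at 60 s intervals; 50 mM HEPES pH 7.8, 0.5 mM EDTA, 0.1 mg/ml BSA, 1 mM TCEP, 0.01% Tween-20.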
PI4K2A inh: inhibitors of human PI4K2A; Q9BTU6; purified PI4K2A, ADP-Glo luminescence, 1 h; active compounds read low; activity change, negative = inhibition, % at 76.9 µM; 420,000 tested, 0.13% active; in the data active = activity change below about -50%; inconclusive = mostly about -30% to -49%;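 note: -100% = wells without enzyme as full effect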
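ADP-Glo luminescence measured ADP generated by PI4K2A enzyme (4 ug/mL before mixing) with 1.2 mM PI substrate (pre-mix) and 300 microM ATP (pre-mix). Tris pH7.5 buffer with MgCl2, Triton X-100; 1 h reaction at ambient temperature.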
TrxR1 inh: blocks rat thioredoxin reductase 1. 390,000 tested, 1% active. Potency, µM (titrated, usually from 114 µM), for inactives: at the highest dose activity change, negative = inhibition, most hits filed as inhibitors. recombinant rTrxR1, NADPH fluorescence consumption, selenite substrate. AID 588453. O89049; note: potency is the fitted concentration of half-maximal effect; % is set by controls: 0 for no effect and ±100 for the full control effect; nearly all actives have a fitted effect of over 65% in size
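Rat TrxR1 (90 nM in the dispensed reagent) was pre-reduced with 400 uM NADPH for 5 min at room temperature, then incubated with compound for 15 min. After 400 uM selenite was added, NADPH fluorescence (Ex 340/Em 450 nm) was followed for 8 min.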
IDH1 R132H inh: inhibitors of human mutant IDH1 R132H | AID 602179 | O75874 | IDH1-R132H enzyme, NADPH consumption, diaphorase/resazurin fluorescence | 390,000 tested, 0.093% active | Potency, µM (top dose mostly 76.6 µM), for inactives: at the highest dose activity change, negative = inhibition, hits mostly inhibitors; note: potency is the fitted concentration of half-maximal effect; % is set by controls: 0 for no effect and ±100 for the full control effect; nearly all actives have a fitted effect of over 65% in size
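IDH1-R132H (0.5 ug/mL) preincubated 30 min with compound, then NADPH (0.016 mM) and alpha-KG (2 mM) added; 80 min at RT, pH 7.5. Remaining NADPH coupled via diaphorase/resazurin to fluorescence (540/590 nm); concentration-response curves normalized to no-enzyme control.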
D2 agonist: D2 dopamine receptor (human) agonism; P14416; HEK293 T-REx D2 cells, calcium flux agonist mode; activation, % at 2 µM; 340,000 tested, 0.53% active;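 active = activation over 3 SD above normal in the single-dose calcium agonist read, cut at about 30% in these data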; note: 0% is about no effect
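Tetracycline-induced HEK293 T-REx cells with force-coupled D2 receptor, plated overnight at 30 C, loaded with no-wash calcium dye. After a 10 s baseline, compound was pin-added and calcium flux read kinetically for 180 s; calcium rises flagged agonists.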
TRHR PAM: allosteric enhancers of human TRH receptor. enhancement, % at 2 µM. 360,000 tested, 0.66% active. P34981. TRHR cells, fluo-8 calcium fluorescence, EC20 TRH enhancement; in the data active = enhancement above about 30%; note: 0% is about no effect
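Enhancer read-out: after compound pinning and an initial kinetic agonist-mode read, an EC20 of TRH (10 nM final) was injected and fluo-8 calcium signal (Ex 480/Em 530) followed at 1 s/cycle for 100 cycles in TRHR-expressing cells.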
An asterisk follows results filed as active; ? = inconclusive; / = not tested or not shown; & = joins results of further samples; [ ] = remark or other dose. Unless noted, calls come from the whole dose curve; as a rule, active = well fitted inhibition curve with a large enough effect; inconclusive = small, poorly fitted or top-dose-only effect; inactive = no such curve, though single readings can be large or run the other way.

SMILES	TrxR1 substrate	D2 antag	TRHR agonist	USP1-UAF1 inh	PI4K2A inh	TrxR1 inh	IDH1 R132H inh	D2 agonist	TRHR PAM
Cc1nc2ccc(NC(=O)C(F)(F)F)cc2o1	9%	24	0.0	-22%	2	23%	7%	-1.3	4
Cc1cc(C)cc(NC(=O)CSc2nc(N)c(NC(=O)c3cccs3)c(=O)[nH]2)c1	5%	-14	-0.1	-27%	-1	4%[57.1 µM]	-8%	1.1	3
Cc1oc(C(C)(C)C)cc1C(=O)NCc1ccc2c(c1)OCO2	-7%	-18	-0.2	-32%	0	-12%	8%	-0.2	-6
CC(OC(=O)c1ccco1)C(=O)NC1CCCCC1 (stereo not given)	-4%	-5	-0.1	-7%	5	-16%	1%	0.3	0
Cc1cccc(NC(=O)c2nc[nH]c2C(=O)NCC(=O)OC(C)(C)C)c1	9%[57.1 µM]	-2	0.0	6%	-5	10%[57.1 µM]	12%	-0.5	5
O=C1CCC(=O)N1c1ccc(NC2CCN(Cc3ccccc3)CC2)c([N+](=O)[O-])c1	-5%	28	0.4	-18%	5	14%	7%	-3.9	-1
COc1ccccc1NC1CCCCC1NS(=O)(=O)c1ccccc1 (stereo not given)	-10%[57.1 µM]	-14	-0.5	-15%	-8	29%[57.1 µM]	6%	0.2	-1
Cc1cn(CCC(=O)Nc2ccc(N3CCOCC3)cc2)c2ccccc12	-9%	3	0.5	-1%	-2	1%	-2%	1.0	4
N#C/C(=N\Nc1ccc(S(=O)(=O)N2CCc3ccccc32)cc1)C(N)=S	-2%[57.1 µM]	-3	-1.0	?	-11	?	-10%	2.1	0
CC(C)NC(=O)CC(=O)N/N=C/c1ccccc1F	-3%	/	/	-25%	-1	-3%	5%	/	/
O=C(NCCC1CCCCN1S(=O)(=O)c1ccccc1)C(=O)NCc1ccccc1 (stereo not given)	-14%	-6	-0.3	2%	0	-10%	3%	0.2	-6
Cc1ccc(/C=C2\C(=N)N3N=C(CC(=O)N4CCCCC4)SC3=NC2=O)cc1	0%	8	0.3	-11%	-8	22%	-5%	-0.6	2
Cc1ccccc1-n1ncc2c1CC(C)(C)CC2NC(=O)c1cn[nH]c1C (stereo not given)	1%[57.1 µM]	-8	0.2	-8%	8	19%[57.1 µM]	13%	1.0	-2
COc1ccc(CNC(=O)Cn2nc(-c3ccc4c(c3)OCCO4)ccc2=O)cc1	51%[activator][57.1 µM]	1	-0.1	-3%	-2	98%[activator][57.1 µM]	4%	-0.6	2
O=C(O)c1ccc(/C=N/Nc2cccc(C(F)(F)F)c2)cc1	-3%[57.1 µM]	7	-0.2	-6%	1	4%[57.1 µM]	-3%	-0.3	-4
CCC(=O)N1c2nc(-c3ccco3)nn2C2(CCCCC2)[C@@H]2CCCC[C@@H]21	9%	/	-1.1	7%	0	-6%	-9%	-2.1	4
C/C(=N\NC(=O)CN1CCN(Cc2ccc(C)cc2)CC1)c1ccncc1	6%[57.1 µM]	6	-0.1	-21%	0	15%[57.1 µM]	-2%	-0.6	-5
O=C(/C=C/c1ccc(Cl)c(Cl)c1)N1CCOCC1	0%	5	-0.7	-4%	4	3%	2%	0.2	0
CCOc1ccc(NS(=O)(=O)c2ccc3c(c2)CCN3C(C)=O)cc1	10%&-6%	17	0.7&0.9	-8%&-1%	-9&-1	27%[57.1 µM]	5%&-5%	0.9	-3&0
COc1ccc(CNc2ccc3cn[nH]c3c2)c(OC)c1OC	16%	7	0.4	?	-8	?	21%	-0.2	-1
CN(C(=O)c1ccc2c(c1)CCO2)C(C)(C)C	-3%[57.1 µM]	8	-0.1	-9%	-1	28%[2.29 µM]	5%	0.3	-10
COc1ccc(N=C2SCC(c3ccccc3)=NN2C)cc1	-9%	-58	-0.8	-10%	3	21%	1%	0.0	9
CCOC(=O)c1ccc(N2CCN(c3cc(Cl)ccc3C)CC2)c(NC(=O)Nc2cccc(OC)c2)c1	8%[57.1 µM]	/	0.1	-12%	-8	32%[57.1 µM]	7%	-0.7	-2
Oc1ccc(/C=N/Nc2nc(-c3ccccc3F)nc3ccccc23)c(O)c1	-3%	-14	2.7	?	5	4%	2%	0.7	-6
CCN(CC)S(=O)(=O)c1ccc(C(=O)Nc2cc(S(=O)(=O)N3CCOCC3)ccc2N2CCN(C)CC2)cc1	-6%	/	/	-20%	4	0%	-8%	/	/

An excerpt of these results, with values under each structure.
Every second line gives: TrxR1 substrate, D2 antag, TRHR agonist, USP1-UAF1 inh, PI4K2A inh, TrxR1 inh, IDH1 R132H inh, D2 agonist, TRHR PAM
Cc1nc2ccc(NC(=O)C(F)(F)F)cc2o1
 : 9%, 24, 0.0, -22%, 2, 23%, 7%, -1.3, 4
Cc1cc(C)cc(NC(=O)CSc2nc(N)c(NC(=O)c3cccs3)c(=O)[nH]2)c1
 : 5%, -14, -0.1, -27%, -1, 4%[57.1 µM], -8%, 1.1, 3
Cc1oc(C(C)(C)C)cc1C(=O)NCc1ccc2c(c1)OCO2
 : -7%, -18, -0.2, -32%, 0, -12%, 8%, -0.2, -6
CC(OC(=O)c1ccco1)C(=O)NC1CCCCC1 (stereo not given)
 : -4%, -5, -0.1, -7%, 5, -16%, 1%, 0.3, 0
Cc1cccc(NC(=O)c2nc[nH]c2C(=O)NCC(=O)OC(C)(C)C)c1
 : 9%[57.1 µM], -2, 0.0, 6%, -5, 10%[57.1 µM], 12%, -0.5, 5
O=C1CCC(=O)N1c1ccc(NC2CCN(Cc3ccccc3)CC2)c([N+](=O)[O-])c1
 : -5%, 28, 0.4, -18%, 5, 14%, 7%, -3.9, -1
COc1ccccc1NC1CCCCC1NS(=O)(=O)c1ccccc1 (stereo not given)
 : -10%[57.1 µM], -14, -0.5, -15%, -8, 29%[57.1 µM], 6%, 0.2, -1
Cc1cn(CCC(=O)Nc2ccc(N3CCOCC3)cc2)c2ccccc12
 : -9%, 3, 0.5, -1%, -2, 1%, -2%, 1.0, 4
N#C/C(=N\Nc1ccc(S(=O)(=O)N2CCc3ccccc32)cc1)C(N)=S
 : -2%[57.1 µM], -3, -1.0, ?, -11, ?, -10%, 2.1, 0

Other structures:
SMILES	TrxR1 substrate	D2 antag	TRHR agonist	USP1-UAF1 inh	PI4K2A inh	TrxR1 inh	IDH1 R132H inh	D2 agonist	TRHR PAM
COc1ccc(C)cc1S(=O)(=O)NC1CCCCCC1	-5%	0	0.4	-20%	-1	9%	10%	1.5	2
CCCNC(=O)c1[nH]c(C)c(C(C)=O)c1C	13%[57.1 µM]	-22	-0.2	-22%	5	14%[57.1 µM]	1%	0.0	1
CC(C)C(NCC(=O)Nc1ccccc1C(=O)NC1CC1)c1ccccc1 (stereo not given)	6%[57.1 µM]	/	/	?	-1	6%[2.29 µM]	-6%	/	/
Cc1ccc(-c2nc3ccccc3nc2NN)cc1	4%	10	0.1	?	-5	0%	-2%	0.4	-2
O=C(COc1ccccc1)Nc1ccc2nc(SCC(=O)N3CCOCC3)sc2c1	1%	/	0.4	-25%	-1	19%	5%	0.2	0
COc1ccc(C)cc1NC(=O)c1ccccc1NS(=O)(=O)c1ccc(Cl)s1	-8%	6	3.4	-30%	-1	1%	-9%	8.3	-8
CSc1ccccc1NC(=O)CN1CCN(S(=O)(=O)c2ccccc2[N+](=O)[O-])CC1	-10%	-6	-1.7	-21%	-1	-2%	7%	0.2	-7
CCCc1cc(=O)oc2cc(OCc3nn[nH]n3)ccc12	127%[activator]	-7	0.6	-20%	-2	21%	7%	-0.3	0
C/C(=N\N1CCN(C)CC1)c1ccc(Cl)c(Cl)c1	4%[57.1 µM]	0	0.4	-11%	2	4%[57.1 µM]	-1%	-0.7	4
S=C1NC2(CCCCC2)N=C1c1ccccc1	-18%[57.1 µM]	-3	0.7	-9%	-2	-7%[57.1 µM]	3%	0.6	1
CCOc1cccc(CN2CCCC(N3CCc4cc(OC)c(OC)cc4C3)C2)c1O (stereo not given)	-1%	5	0.3	-22%	9	-9%	4%	3.1	-5
CC(C)(C)OC(=O)C[C@H]1C/C=C\C[C@@H](CC(=O)N[C@H](CO)Cc2ccccc2)C(=O)NCCOC1=O	7%[57.1 µM]	/	/	-23%	-3	18%[57.1 µM]	-9%	/	/
CCOc1cc(NC(=O)C2CC2)c(OCC)cc1NC(=O)c1cccc(F)c1	0%[57.1 µM]	4	0.6	-10%	1	19%[57.1 µM]	-1%	-2.0	-4
CCOC(=O)c1ccc(NC(=O)NCCc2ccccc2OC)cc1	-1%	1	-0.3	-23%	-3	35%	2%	-0.1	8
CN(C(=O)CCc1nc2ccccc2s1)c1ccccc1	9%	-24	-0.2	-9%	3	6%	1%	-0.5	-4
O=C(NCCCn1ccnc1)c1cc(-c2cccc(O)c2)on1	-1%	3	-0.4	1%	-5	25%	1%	-0.1	3
Cc1ccccc1OCc1n[nH]c(=S)n1-c1ccccc1	9%[57.1 µM]	-5	-0.3	-11%	0	-13%	15%	-0.1	-3
COc1ccc(NC(=O)c2cccc(S(=O)(=O)NCc3ccccc3)c2)cc1S(N)(=O)=O	1%	4	-0.3	-17%	1	3%	-1%	-0.4	-8
COc1nc(-c2ccccc2)ccc1-c1noc(-c2ccccc2F)n1	20%	7	-0.7	-15%	0	0%	-2%	0.2	9

Not a hit list, and some 3.9% of all compounds hit somewhere here.
